High-throughput results (PubChem BioAssay)
Rtt109 Vps75 = blocks Candida albicans Rtt109/Vps75 acetyltransferase activity. Q5AAJ8. inhibition, % at 34.9 µM. purified Rtt109/Vps75, ThioGlo CoA-SH fluorescence, 4 h. 0.16% of 330,000 active;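 active means inhibition of at least 50% in every replicate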
Target sequence (Q5AAJ8 whole entry, looked up): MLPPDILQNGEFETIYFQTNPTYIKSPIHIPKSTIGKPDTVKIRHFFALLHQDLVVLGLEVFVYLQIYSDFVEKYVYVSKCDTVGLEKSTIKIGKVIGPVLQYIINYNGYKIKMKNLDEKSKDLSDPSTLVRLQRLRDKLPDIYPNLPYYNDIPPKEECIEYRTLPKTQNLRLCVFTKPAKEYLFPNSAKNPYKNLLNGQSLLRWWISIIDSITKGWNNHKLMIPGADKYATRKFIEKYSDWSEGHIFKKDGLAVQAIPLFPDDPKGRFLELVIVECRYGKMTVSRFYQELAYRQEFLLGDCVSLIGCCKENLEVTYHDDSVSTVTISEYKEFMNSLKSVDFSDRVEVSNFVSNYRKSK
CAL PDZ inh = inhibitors of human CAL PDZ peptide binding; Q9HD26; purified CAL PDZ, TMR-peptide fluorescence polarization, 1 h; inhibition, % at 20 µM; 0.02% of 330,000 active; AID 504414;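 active means highest replicate inhibition of at least 40%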;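 further: plate controls were DMSO neutral control wells for no effect and unlabeled competitor peptide control wells for full effect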
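Material: tagged CAL PDZ protein CerCALP, purified; buffer or medium: sodium phosphate/NaCl buffer pH 7.4 with TCEP, IgG, Thesit; also added: fluorescent TMR peptide probe; schedule: 1 h incubation at room temperature before polarization reading; technique: fluorescence polarization from S- and P-plane intensities, G-factor corrected; control set: unlabelled peptide and DMSO controls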
DAGLB inh = diacylglycerol lipase beta (human) inhibition. 0.059% of 340,000 active. AID 504411. HEK293T DAGLB membrane lysate, EnzChek fluorogenic substrate. inhibition, % at 5.17 µM; in the data active means inhibition above about 34%;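 further: 0% = enzyme with vehicle and 100% = wells lacking enzyme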
Target sequence (Q8NCG7 whole entry, looked up): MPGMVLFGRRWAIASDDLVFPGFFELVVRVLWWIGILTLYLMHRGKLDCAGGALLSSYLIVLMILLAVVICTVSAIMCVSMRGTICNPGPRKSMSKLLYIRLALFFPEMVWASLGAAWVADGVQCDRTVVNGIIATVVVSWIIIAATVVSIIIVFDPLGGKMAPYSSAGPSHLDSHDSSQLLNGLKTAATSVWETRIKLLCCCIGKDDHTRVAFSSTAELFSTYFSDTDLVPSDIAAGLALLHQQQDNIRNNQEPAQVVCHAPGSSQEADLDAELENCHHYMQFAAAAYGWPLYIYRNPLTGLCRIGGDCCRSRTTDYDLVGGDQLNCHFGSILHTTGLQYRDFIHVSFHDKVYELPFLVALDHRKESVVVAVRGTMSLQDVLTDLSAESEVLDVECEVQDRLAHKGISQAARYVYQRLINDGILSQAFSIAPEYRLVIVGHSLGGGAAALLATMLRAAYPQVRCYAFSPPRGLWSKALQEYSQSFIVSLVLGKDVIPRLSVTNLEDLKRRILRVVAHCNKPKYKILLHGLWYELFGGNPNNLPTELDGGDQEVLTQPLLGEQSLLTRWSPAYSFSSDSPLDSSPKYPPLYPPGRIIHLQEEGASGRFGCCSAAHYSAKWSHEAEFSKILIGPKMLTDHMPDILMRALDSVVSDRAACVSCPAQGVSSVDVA
PfHsp90 yeast 2 = reduces growth (ATP signal) of yeast expressing P. falciparum Hsp90 | AID 504621 | inhibition, % at 9.4 µM | S. cerevisiae expressing PfHsp90, BacTiter-Glo ATP, 48 h; yeast lacking PDR1 and PDR3 efflux regulators | 0.32% of 310,000 active;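 active means every replicate shows inhibition above about 80%, whatever the replicate mean, limit read from the data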;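 further: 0% = DMSO neutral controls and 100% = 20 µM radicicol positive controls; yeast relying on Plasmodium falciparum Hsp90 in place of its own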
E coli growth = reduces bacterial viability in AddAB counter-screen | E. coli V3065 growth, OD600 absorbance, 18 h | inhibition, % at 11.9 µM | 0.27% of 330,000 active;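 active means inhibition above the campaign's mean inhibition across all tested compounds plus 3 SD, cut at about 9.9% in these data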;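 further: uninfected addAB+ strain grown without phage in ampicillin broth; 0% = DMSO wells and 100% = ciprofloxacin 0.95 µg/ml wells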
AddAB inh = less growth of phage-infected E. coli with AddAB. AID 435030. E. coli expressing H. pylori AddAB, absorbance growth. inhibition, % at 11.9 µM. 0.29% of 330,000 active; in the data active means inhibition above about 12%;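 further: 0% = vehicle wells of infected cells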
Tat transport = E. coli Tat transport inhibition; inhibition, % at 10 µM; E. coli MC4100 TorA-mCherry Tat export, fluorescence; 0.036% of 340,000 active; AID 488895;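 active means mean replicate inhibition at least 50% and at least half of replicates individually reaching 50%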;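 further: exported cargo escapes ClpAP degradation while cytoplasmic cargo is degraded and loses fluorescence; 0% = median of neutral control wells and 100% = median of NaSCN control wells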
phage Ecoli inh = E. coli growth loss with phage present | growth absorbance | inhibition, % at 11.9 µM | 0.26% of 360,000 active; in the data active means inhibition above about 11%
PvdQ acylase = P. aeruginosa PvdQ acylase inhibition. 0.063% of 340,000 active. inhibition, % at 10 µM. purified PvdQ acylase, fluorescence plate reader. AID 488965; in the data active means inhibition above about 30%, passing the limit was not always enough;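 further: 0% = vehicle neutral wells and 100% = reference inhibitor wells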
Wnt act = activators of Wnt/beta-catenin signaling. 1.2% of 300,000 active. activation, % at 9.35 µM. Wnt/beta-catenin reporter cell assay, activator, plate reader; in the data active means activation above about 30%, passing the limit was not always enough;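 further: 0% = neutral control wells and 100% = positive control wells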
Starred values were filed as active, the others as inactive; i = inactive; . = not tested or not shown; & = joins results of further samples.

structure,Rtt109 Vps75,CAL PDZ inh,DAGLB inh,PfHsp90 yeast 2,E coli growth,AddAB inh,Tat transport,phage Ecoli inh,PvdQ acylase,Wnt act
COC(=O)c1ccc(C)c(NC(=O)CSc2nnc3ccccn23)c1,-1,-1.3,-1,13,0.2,2.1,13,2.6,-4,-1
COc1ccc(C)cc1NC(=O)C(OC(=O)c1cccc(S(=O)(=O)N(C)c2ccccc2)c1)c1ccccc1 (stereo not drawn),-9,-2.1,-1,-25,-2.2,1.2,1,0.4,-10,.
O=C(COc1ncnc2ccccc12)c1ccc(Cl)cc1,-27,-1.4,-2,8,1.4,-0.8,-5,3.0,-1,10
CCOC(=O)C1CCN(CCC(=O)Nc2ccc(Cl)cc2)CC1,-4,.,-2,14,0.5,0.6,-7,2.7,-6,1
O=C1N/C(=N/N=C/c2ccccc2O)SC1Cc1ccc(F)cc1 (stereo not drawn),-3,-3.6,9,-6,-0.8,-4.2,2,-0.7,0,-3
CN(C)c1ccc(C2C3C(=O)N(c4ccc(C(=O)O)cc4)C(=O)C3ON2c2ccccc2)cc1 (stereo not drawn),-4,-2.0,0,-4,-4.8,2.2,-6,0.8,-13,1&11
Oc1ccc(N=C/C=C/c2cccc(Br)c2)cc1-c1nc2ccccc2s1,8,-1.4,15,1,-3.9,-3.1,-15,.,10,.
CC(C(=O)Nc1nncs1)N1C(=O)C2C3C=CC(C3)C2C1=O (stereo not drawn),-3,-2.5,1,1,-0.1,1.1,1,1.8,-9,-2
COc1ccc(-c2cc(C)nc(SCC(=O)c3cccc([N+](=O)[O-])c3)n2)cc1,3,-0.3,-4,-30,1.3,0.9,6,1.2,-14,.
COc1ccc(-c2cc(=O)oc3c(C)c(OCC(=O)N(C)C)ccc23)cc1,3,-7.6,-6,-7,0.0,1.8,-4,1.4,-9,0
Cc1cccc(-c2noc(-c3cc4ccccc4oc3=O)n2)c1,1,-0.8,1,-11,1.6,1.0,0,2.0,4,.
O=C(c1ccco1)N1CCN(Cc2cc(=O)oc3cc(O)ccc23)CC1,i,-0.7,2,15,-2.3,0.3,3,1.2,-3,0
CNc1c(NC(=O)C2CCC(C)CC2)c(=O)oc2ccccc12 (stereo not drawn),-19,-1.7,1,26,-1.3,2.6,0,2.2,-9,-2
CCOCCCNC(=S)N1CCN(Cc2ccco2)CC1,-4,0.6,-4,3,-1.1,-0.5,1,-2.3,-11,7
Fc1cccc(/C=N/Nc2nc3ccccc3[nH]2)c1,.,.,.,.,-3.0,0.3,.,-3.4,.,12
COc1ccc(-c2nn(-c3ccccc3)cc2/C=N/Nc2cccc(C(=O)O)c2)cc1,19,-2.6,-2,.,.,.,1,3.0,0,3
CCN(CC)S(=O)(=O)c1ccc(OC)c(NC(=O)c2ccc([N+](=O)[O-])cc2)c1,-4,.,-1,13,-1.6,0.2,14,6.1,22,-2
O=C(NCc1ccc(F)cc1)C1CCC(=O)N1C1CCCCC1 (stereo not drawn),4,-0.1,1,-32,-2.2,0.7,3,0.9,-1,.
O=C(COC(=O)c1ccc(Cl)cc1[N+](=O)[O-])NNC(=O)c1cccs1,-4,-2.2,-4,.,1.6,2.4,-6,2.5,-8,1
COc1ccc(-c2ccc(/C=N/NC(=O)Cc3nnc(N)s3)o2)cc1Cl,.,.,.,.,-1.0,1.1,.,-2.7,.,3
COc1ccccc1OCCSc1nc2ccc([N+](=O)[O-])cc2s1,3,-0.3,-17,-9,-0.2,1.0,13,0.6,18,.
O=C(O)c1ccccc1-c1ccccc1C(=O)Nc1cccc2ccccc12,-9,-3.0,5,22,-0.4,1.2,0,-0.3,-13,2
O=C(C1CC(=O)N(c2ccccc2)C1)N1CCN(c2ccc(F)cc2)CC1 (stereo not drawn),-3,-1.4,-2,9,-1.9,-1.8,2,1.9,-17,-2
O=C(CCc1nc(-c2cccs2)no1)Nc1cnc2ccccc2c1,0,-0.4,-1,-9,-2.2,1.5,0,0.1,-11,0
COc1ccc(CNC(=O)CCn2c(=O)oc3ccccc32)cc1,4,-1.1,3,.,-2.4,0.0,7,2.3,-5,-1
COC(=O)C1=C(CSc2nc3ccccc3s2)NC(=O)NC1c1ccc(F)cc1 (stereo not drawn),12,-3.3,1,-19,-0.2,-0.1,-1,2.9,6,-3
COc1ccc(C(=O)N(C)Cc2ccc(OC)c(OC)c2OC)cc1S(=O)(=O)N1CCOCC1,2,0.0,1,6,.,.,2,4.8,4,-2
O=C(C1CCCN(Cc2ccc(Br)cc2)C1)N1CCCCC1 (stereo not drawn),-1,-1.7,-4,-6,1.4,-0.4,-1,1.2,-22,-1
CCOC(=O)c1cnc2ccc(OCC)cc2c1NCc1ccccc1OC,4,-0.1,-4,9,-0.3,-0.3,1,1.7,-8,.
CCCCn1c(N)c(N(Cc2ccccc2OC)C(=O)c2cc(=O)[nH]c3ccccc23)c(=O)[nH]c1=O,0,-0.8,3,.,1.5,1.0,-5,3.8,5,-2
Cc1ccc(S(=O)(=O)Cc2ccccc2Cl)cc1,-7,-0.3,-2,29,1.2,-0.8,0,2.6,-16,-1
C=CCN(C(=O)Cn1nc(C)n2c(cc3cc(C)ccc32)c1=O)c1ccccc1,5,-2.8,-1,-5,-1.8,3.4,5,1.8,7,0
Cn1c(=O)[nH]c(=O)c2c1nc(N1CCN(Cc3ccccc3)CC1)n2CCSc1ncccn1,6,0.1,0,6,1.2,-2.9,4,6.0,0,-2
O=C(COc1ncnc2ccccc12)NC1CCS(=O)(=O)C1 (stereo not drawn),13,-3.5,2,13,0.4,1.7,-2,-1.1,3,.
O=C(COC(=O)c1ccccc1)c1ccc2c(c1)OCCO2,1,-0.2,-6,20,.,.,4,4.6,-12,-3
CCOC(=O)C1(Cc2ccc(OC)cc2)CCN(C(=O)CCn2cccn2)CC1,-2,0.6,1,1,0.6,0.0,-1,-1.8,-14,2
O=C(Nc1ccc(N2CCN(C(=O)c3ccco3)CC2)cc1)c1ccc(Br)cc1,-13,-0.4,6,-2,-1.6,-0.4,-8,1.2,-12,5
Cc1[nH]c2ccccc2c1C(c1ccncc1)N1CCC(C)CC1 (stereo not drawn),-3,-0.3,-1,10,0.7,-0.6,-2,1.4,-4,-2
COc1ccc(C(=O)OCc2csc(C)n2)c(O)c1,7,-1.2,-3,1,1.8,2.2,0,3.1,13,8
O=C(N/N=C/c1ccccc1[N+](=O)[O-])c1cccs1,-1,1.2,-1,8,0.5,4.1,4,-0.8,-9,45*
COc1ccc([N+](=O)[O-])cc1NC(=O)CC1SC(=Nc2cccc(C)c2C)N(/N=C/c2cccc(OC)c2OC)C1=O (stereo not drawn),1&-6,-1.5&-1.1,4&-5,-16&-49,0.8,1.1,-11&-6,2.7&1.1,-1&-15,-3&-5
Cc1ccc(C#CC[N+]2(C)CCCCC2)cc1,.,.,.,.,2.6,5.3,.,5.0,.,1
O=C(COc1ccc(Cl)cc1Cl)OCC(=O)N1CCCc2ccccc21,8,-1.9,-4,-17,-3.0,2.8,2,-0.5,-16,0
O=C(Nc1ccc2oc(-c3ccncc3)nc2c1)c1ccc2c(c1)OCCO2,57*,-4.3,-1,-31,-1.7,2.3,5,-1.3,6,11
OCCC1CN(Cc2cccn2-c2ccccn2)CCN1C1CCCC1 (stereo not drawn),2,-0.3,1,-15,1.1,-2.1,-2,2.7,-8,-1
COC(=O)c1ccc(CNC(=O)COC(=O)c2cc(Cl)ccc2O)cc1,0,-0.4,-2,19,-0.3,0.3,-19,2.3,-13,-1
Cc1ccc(S(=O)(=O)Nc2c(O)c3ccccc3oc2=O)cc1C,4,-2.5,-2,9,-0.8,2.6,4,1.5,8,-2
CCOC(=O)NC(=O)c1cn(N(C)c2ncc(C(F)(F)F)cc2Cl)c(=O)[nH]c1=O,-2,.,-1,1,-0.5,3.9,-1,2.8,-8,-1
Cc1c(Cl)ccc2c1NC(=O)[C@]21N[C@@H](Cc2ccccc2)[C@H]2C(=O)N(c3ccc(F)cc3)C(=O)[C@H]21,1,-1.4,5,-9,0.2,0.6,2,0.6,-2,.
CCOc1cc(C=NN=C2c3ccccc3-c3ccccc32)ccc1O,0,-0.5,3,-52,.,.,4,0.5,-2,-2
CC(O)c1nc(C(C)O)n(CC(=O)c2ccccc2)n1 (stereo not drawn),0,1.3,2,-20,-0.9,1.6,-11,2.9,-14,-2
COc1ccc(C)cc1S(=O)(=O)N1CCOCC1,-1,0.1,.,-13,-0.5,-1.3,-2,4.2,0,-1
COc1ccc(C(=O)Nc2ccc(N3CCCCC3)cc2)cc1Br,2,-1.5,-1,-3,2.9,4.1,1,3.9,-7,.
CC1CN(C2CCN(S(=O)(=O)c3ccc(F)cc3)CC2)CC(C)O1 (stereo not drawn),0,-0.4,1,9,-0.8,-1.8,-3,-0.3,4,-3&-3
O=C(c1cc(-c2cccs2)on1)N1CCOCC1,1,0.0,0,5,-1.0,0.6,0,1.6,-8,.
CC(C)NC(=O)N(C)C[C@H]1Oc2ccc(NC(=O)Cn3cnnn3)cc2C(=O)N([C@H](C)CO)C[C@@H]1C,-1,0.2,-2,1,0.2,2.4,-6,2.9,-7,-1

The list continues.
structure,Rtt109 Vps75,CAL PDZ inh,DAGLB inh,PfHsp90 yeast 2,E coli growth,AddAB inh,Tat transport,phage Ecoli inh,PvdQ acylase,Wnt act
O=C(Nc1cccc(Cl)c1)Nc1cc(S(=O)(=O)N2CCOCC2)ccc1N1CCCC1,9,-0.2,4,-9,1.7,3.7,-6,0.9,2,-2
O=C(Cc1sc(-c2ccccc2)nc1-c1ccccc1)Nc1ccccc1,-3,-0.6,-3,9,0.1,-0.1,-6,2.0,8,.
Cc1ccc(CSC2=Nc3ccccc3C3=NC(=O)CN23)cc1,0,-1.7,1,19,2.7,6.0,1,3.4,-10,7
COc1ccc(C2SCC(=O)N2CC23CC4CC(CC(C4)C2)C3)cc1 (stereo not drawn),-29,-1.4,-3,-40,-1.6,-0.3,3,-1.6,-10,-14
CCOc1ccccc1N1CCN(Cc2ccc(Br)s2)CC1,1,9.4,-20,.,0.8,1.3,14,2.8,-16,.
O=C(NCc1n[nH]c(=S)n1-c1ccc(F)cc1)c1ccc(S(=O)(=O)N2CCOCC2)cc1,.,-2.7,2,25,0.6,1.8,-7,4.6,-6,-1
Cc1ccc(NC(=O)COC(=O)CCc2ccc(S(=O)(=O)N3CCOCC3)cc2)cc1C,-5,-1.2,-2,1,2.6,-1.4,-12,3.8,-7,0
Cc1oc2c(c1C(=O)N1CCC(C)CC1)C(=O)c1ccccc1C2=O,.,.,.,.,-0.3,3.5,.,1.8,.,-4
Cn1c(-c2ccc(F)cc2)cnc1SCC(=O)NCc1ccco1,0,-0.3,-1,.,-1.8,0.7,-8,3.5,1,-1
Cc1ccc(Sc2cc(N3CCOCC3)nc(-c3ccccc3)n2)cc1,-10,0.7,-2,-13,1.4,-1.4,0,0.6,-12,.
Cc1onc(-c2ccccc2)c1C(=O)Nc1ncc([N+](=O)[O-])s1,5,-2.2,7,4,-0.9,3.8,-4,1.3,2,-10

Random draw from the library. About 1.9% of those tested had a hit in this group.
